High-throughput results deposited in PubChem BioAssay by several laboratories.
NR2E3 ag-1: agonists of human nuclear receptor NR2E3; AID 2300; actives 0.12% (n = 320,000); GST-NR2E3/biotin-RetCOR TR-FRET, 1536-well; inhibition of corepressor binding, % at 4.78 µM; Q9Y5X4;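 active means percent inhibition above the cutoff of mean plus 3 SD of all tested compounds, set per screening campaign, cut at about 20% in these data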;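 further: 0% = DMSO wells and 100% = biotin wells as full block of FRET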
Target sequence (Q9Y5X4 whole entry, looked up): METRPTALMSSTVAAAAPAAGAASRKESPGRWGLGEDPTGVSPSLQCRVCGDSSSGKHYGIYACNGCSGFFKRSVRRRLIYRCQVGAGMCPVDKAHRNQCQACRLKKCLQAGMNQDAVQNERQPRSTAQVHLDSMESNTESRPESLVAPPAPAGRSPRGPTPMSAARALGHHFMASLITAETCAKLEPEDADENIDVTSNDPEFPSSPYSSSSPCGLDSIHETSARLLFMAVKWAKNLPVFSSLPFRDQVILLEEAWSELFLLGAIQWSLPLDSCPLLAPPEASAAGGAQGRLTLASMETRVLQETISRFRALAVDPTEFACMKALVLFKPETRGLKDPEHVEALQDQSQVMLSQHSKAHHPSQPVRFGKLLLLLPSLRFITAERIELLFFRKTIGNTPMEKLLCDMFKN
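Material: NR2E3–RetCOR corepressor complex / Amount: 1.35 nM GST-NR2E3 / Medium: Tris pH 7.5 / Compound: single nominal compound dose of 4.8 µM / Incubation: 5 h at 4 °C / Technique: TR-FRET, Eu(K)-anti-GST donor, streptavidin-D2 acceptor, ex 340, em 617/671 nm / Read-out basis: percent loss of FRET ratio relative to control wells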
CF NFkB inh: blocks PAF-induced NF-kB reporter in cystic fibrosis cells; AID 588850; actives 0.86% (n = 360,000); KKLEB NF-kB-GFP reporter, GFP fluorescence overnight; inhibition, % at 5 µM;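 active means at least 50% inhibition at 5 µM, scaled per plate between neutral and stimulator controls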;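 further: PAF is a Pseudomonas aeruginosa culture filtrate used as stimulus; plate controls were PAF-stimulated DMSO wells for no effect and unstimulated DMSO wells for full effect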
NR2E3 ag-2: human photoreceptor-specific nuclear receptor agonism; Q9Y5X4; CHO-S Gal4-NCOR/VP16-NR2E3 two-hybrid, luciferase; inhibition of corepressor binding, % at 3.98 µM; actives 0.35% (n = 360,000); AID 602229;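 active means inhibition above the mean of all tested compounds plus 3 SD, cut at about 70% in these data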;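 further: 0% = DMSO with NR2E3 transfected cells and 100% = cells lacking NR2E3 construct; higher means lower luciferase signal from less NR2E3 corepressor binding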
MITF TRPM1 inh: inhibitors of MITF-driven TRPM1 promoter in melanoma cells; actives 0.83% (n = 330,000); SK-MEL-5 TRPM1 promoter luciferase, 24 h; inhibition, % at 12.5 µM;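 active means mean inhibition across replicates of 60% or more, whatever share of single replicates reaches that level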; further: values of inactives mirror those of a sister screen read the other way
Peg3 promoter: Peg3 promoter activity inhibition | HeLa PEG-Prom luciferase reporter, luminescence, overnight | actives 1.7% (n = 360,000) | AID 588405 | inhibition, % at 20 µM;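 active means inhibition of at least 50% at 20 µM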
HIF-2a block: inhibitors of HIF-2a; 786-0 RCC cells HIF-2a reporter, luciferase luminescence, overnight; actives 0.72% (n = 360,000); inhibition, % at 18.8 µM;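 active means inhibition of the luminescence signal of 40% or more relative to plate controls, in a single-dose primary screen at 18.75 µM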
KKLEB cytotox: reduces viability of KKLEB cystic fibrosis airway cells | KKLEB CF airway cells viability, ATPlite luminescence, overnight; hits give low values; cells stimulated with P. aeruginosa culture filtrate | activity change (cytotoxicity), % at 5 µM | actives 0.36% (n = 360,000) | AID 602141;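 active means corrected activity change at or below -50% at 5 µM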
LMP1 NFkB inh: reduces LMP1-driven NF-kappaB luciferase signal | LMP1-induced NF-kappaB luciferase reporter cells, luminescence | inhibition, % at 12.5 µM | actives 0.69% (n = 350,000); in the data active means inhibition above about 41%;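 further: 0% = neutral control wells and 100% = reference inhibitor control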
Shn3 3UTR inh: reduces Shn3 3'UTR luciferase signal in osteoblasts. Clone20 osteoblast Shn3 3'UTR firefly luciferase, 24 h. inhibition, % at 12.5 µM. actives 0.52% (n = 360,000);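 active means mean inhibition of at least 75% with every replicate also reaching 75%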;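 further: 0% = median of neutral control wells and 100% = pilot-screen positive control compound; some compounds past the cut are filed as inactive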
TRAIL sens C8: caspase-8 TRAIL sensitization; actives 1% (n = 360,000); inhibition (viability loss, TRAIL sensitization), % at 10 µM; AID 624354; NB7+C8 cells + TRAIL, ATPlite viability luminescence;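 active means compounds causing at least 50% loss of cell viability in the single-dose screen, relative to plate controls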
iPSC survival up: increases survival of single human iPS cells; hiPSC single-cell survival, ATPlite luminescence; 100% = ROCK inhibitor wells, 0% = DMSO; survival enhancement, % at 20 µM; actives 0.044% (n = 360,000); AID 602274; in the data active means survival enhancement above about 18%;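 further: cells exposed to compounds for 16 hours before the ATP read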
An asterisk follows results filed as active; · = not tested or not shown. Not all compounds are listed; the hit share may differ from the screen's.

Below each compound: CF NFkB inh	TRAIL sens C8	HIF-2a block	NR2E3 ag-2	NR2E3 ag-1	LMP1 NFkB inh	Shn3 3UTR inh	iPSC survival up	MITF TRPM1 inh	KKLEB cytotox	Peg3 promoter
1) CCOC(=O)c1oc2cc(O)ccc2c(=O)c1-c1ccccc1OC
→ -9	-15	1	-7	-3	-1	-13	-3.4	-2	-6	-8
2) CC(=O)NNC(=O)c1[nH]c2ccc(Br)cc2c1-c1ccccc1
→ -2	1	4	-38	·	-6	-14	-0.1	8	1	45
3) Cc1noc(C)c1COc1ccc(C(=O)Nc2ccccn2)cc1
→ 0	2	-92	-16	6	-12	-3	-0.3	-12	-2	-66
4) O=C(Nn1cnnc1)c1cc(Br)ccc1Cl
→ -2	19	17	9	4	-10	-8	0.5	13	-6	15
5) O=C(CSc1nc(-c2ccc(F)cc2)nc2c1Cc1ccccc1O2)Nc1cccc(C(=O)O)c1
→ -10	-14	3	2	·	-17	-51	0.0	13	8	-8
6) COc1ccc(C(=O)C2CCCN(Cc3ccc(NC(C)=O)cc3)C2)cc1OC (stereo not given)
→ -12	2	16	17	-2	-2	5	0.2	11	5	17
7) O=C(Nc1ccc(Cl)cc1F)c1cccc2ccccc12
→ -5	1	-164	-57	3	-35	-15	0.0	-22	-3	-118
8) CCOc1ccc(S(=O)(=O)/N=C(/Nc2ccc(OC)cc2)c2ccccc2)cc1
→ 12	3	-36	-28	2	2	0	-0.2	-4	-5	-19
9) C=CCc1cccc(/C=N/n2cnnc2)c1O
→ -12	-15	3	25	-4	4	-6	-1.2	5	4	7
10) CC1CCN(Cc2nnnn2CCCC(=O)NCC(C)(C)N2CCOCC2)CC1
→ -1	-40	1	-10	-1	-1	-16	0.3	-6	-8	26
11) O=C1Oc2ccccc2C(=O)/C1=C\N1CCN(c2ccccc2)CC1
→ 30	3	23	-31	-1	-5	4	-0.8	19	-18	6
12) CC1CCN(C(NC(=O)c2ccco2)C(=O)c2ccccc2)CC1 (stereo not given)
→ -10	-7	-25	-4	-1	2	-2	-0.5	3	15	-21
13) O=C(NC(=S)Nc1ccc(C(F)(F)F)cc1)c1csnn1
→ -2	0	11	-18	4	-6	-36	-1.2	11	3	-17
14) CCN1CCCC1CNC(=O)CSc1cc(=O)n(CC)c2ccccc12 (stereo not given)
→ -7	6	-3	-26	-6	-1	-14	-1.6	-7	0	2
15) Cn1nc(-c2ccc(Cl)cc2)c2cc(C(=O)N3CCN(c4ccccn4)CC3)sc21
→ -64	16	3	-4	4	-2	83	2.4	34	7	36

Look-ups from the entries so far:
Value of `O=C(Nn1cnnc1)c1cc(Br)ccc1Cl` in TRAIL sens C8: 19
Value of `CCOC(=O)c1oc2cc(O)ccc2c(=O)c1-c1ccccc1OC` in LMP1 NFkB inh: -1
Value of `CC1CCN(C(NC(=O)c2ccco2)C(=O)c2ccccc2)CC1` (stereo not given) in HIF-2a block: -25
Value of `CC1CCN(Cc2nnnn2CCCC(=O)NCC(C)(C)N2CCOCC2)CC1` in HIF-2a block: 1

The results go on.
Below each compound: CF NFkB inh	TRAIL sens C8	HIF-2a block	NR2E3 ag-2	NR2E3 ag-1	LMP1 NFkB inh	Shn3 3UTR inh	iPSC survival up	MITF TRPM1 inh	KKLEB cytotox	Peg3 promoter
16) COC(=O)/C=C/c1ccccc1S(=O)(=O)N(Cc1ccccc1)Cc1ccco1
→ 19	12	24	-45	0	2	6	1.3	41	-20	-38
17) COc1cc(-c2n[nH]c(=O)o2)cc(OC)c1OC
→ 15	-1	16	0	1	-1	5	-3.0	-13	3	11
18) CCOC(=O)C1(Cc2ccccc2C)CCCN(C(=O)c2sccc2C)C1 (stereo not given)
→ -8	10	-96	-52	-3	1	-19	0.3	3	6	-61
19) COc1cc(CNc2ncc(-c3ccc(Br)cc3)n2C)cc(OC)c1O
→ -14	-11	8	9	-1	1	-19	0.1	10	4	1
20) O=C(OCC(=O)N(CCc1ccccc1)Cc1ccccc1)c1ccccc1[N+](=O)[O-]
→ 21	4	-24	-15	-1	-3	-5	0.9	-18	-17	0
21) O=C(C1CCN(C2CCN(Cc3cccc4c3OCO4)CC2)CC1)N1CCOCC1
→ 13	-24	17	-35	0	4	5	-0.3	6	-5	6
22) CC(=O)COc1ccc2c3c(c(=O)oc2c1C)CCCCC3
→ -17	24	-319	-10	0	-22	7	0.0	-77	5	-284
23) CCCCC(NC(C)=O)c1nc2ccccc2n1CCCC (stereo not given)
→ 3	-10	22	-2	5	2	1	-1.4	-6	6	22
24) CS(=O)(=O)N1CCN(c2ccc([N+](=O)[O-])c3cccnc23)CC1
→ -9	-6	19	14	0	-1	5	-0.7	0	4	13
25) Cc1ccc(CNS(=O)(=O)c2ccc3c(c2)CCN3C(=O)C2CCC2)cc1
→ 22	-31	15	8	-1	0	11	-0.6	7	-3	13
26) COC(=O)C(CO)NC(=O)C1CCCN1C(=O)CNC(=O)OCc1ccccc1 (stereo not given)
→ 5	8	8	-9	2	-1	9	-0.5	-3	-7	7
27) CCc1ccc(NC(=S)NC2CC3CCCC(C2)N3Cc2ccccc2)cc1 (stereo not given)
→ 2	7	0	-2	1	1	16	-3.0	1	-6	10
28) CN(Cc1ccccc1)c1ncnc2[nH]ncc12
→ 21	-19	8	26	·	-3	-1	-0.6	-1	-7	-14
29) COc1cccc(CN2CCC2(C)C(=O)NCc2cccc(C(F)(F)F)c2)c1OC (stereo not given)
→ 20	13	11	4	·	·	17	-3.1	·	-9	27
30) CCCOc1ccc(C(=O)O/N=C(\CC)c2ccc(C)cc2)cc1
→ -11	7	-1	-7	-3	2	14	-1.9	6	8	-11
31) CCN(CC(=O)NCc1ccc(F)cc1)C(=O)COc1ccc2ccccc2c1
→ -8	-9	-33	-12	1	1	-23	-1.4	-5	-13	7
32) CC(OC(=O)CC1CCCCC1)C(=O)Nc1ccc(S(N)(=O)=O)cc1 (stereo not given)
→ -27	-6	4	-9	-1	-7	19	0.8	-9	13	5
33) O=C(Nc1ccc(Cl)cc1C(=O)Nc1ccncc1)c1ccco1
→ 29	-2	17	5	-1	7	15	6.1	12	-9	20
34) Cc1c(OCC(=O)NCCN2CCOCC2)ccc2c1oc(=O)c1ccccc12
→ -10	20	-16	4	2	-3	19	0.1	-2	-1	48
35) COc1cccc(NC(=O)c2nnn(CC(=O)Nc3cc(C)cc(C)c3)c2N)c1
→ 18	3	7	-16	4	0	19	1.3	8	-16	20
36) OC(COc1ccc2ccccc2c1)Cn1ccnc1 (stereo not given)
→ 4	-1	-27	-23	0	-5	10	-1.0	1	2	-8
37) COCCn1ccc(O)c(Cc2ccc(Cl)cc2)c1=O
→ -3	-4	8	-14	-1	-8	-6	-3.5	-2	-1	-8
38) CC(=O)OC1C(OC(C)=O)N(C(C)=O)C(=O)N1C(C)=O (stereo not given)
→ 7	6	4	-18	-3	-1	4	-0.3	4	6	-7
39) COc1cccc(-c2ccc3c(c2)N(Cc2ccccc2OC)C(=O)C(C)S3)c1 (stereo not given)
→ 27	-7	-5	-12	·	·	22	-0.2	·	-25	-1
40) CCN(CC)CCN(CC(=O)N(C1CCCCC1)C1CCCCC1)C(=O)c1ccco1
→ -17	-4	12	2	4	3	7	-1.0	-10	3	-7
41) N#Cc1ccccc1OCC(=O)N(C1CCCCC1)C1CCS(=O)(=O)C1 (stereo not given)
→ -16	-13	-1	-1	1	-5	-18	1.4	7	7	-7
42) CC(Sc1nc2c([nH]c3ccccc32)c(=O)n1C)c1ccccc1 (stereo not given)
→ 14	-2	12	-18	1	-20	-5	0.2	15	14	17
43) CCOc1ccc(NC(=O)Cn2cncc2-c2ccc([N+](=O)[O-])cc2)cc1
→ -3	7	7	-18	2	-16	-9	-1.9	36	-45	81*
44) Nc1nc2ccc(-c3nc4ccccc4o3)cc2s1
→ -19	28	-222	-118	-3	-24	-57	-5.9	-11	9	-275
45) CCCSc1nnc2c(n1)OC(c1cccn1C)N(C(C)=O)c1ccccc1-2 (stereo not given)
→ 8	4	-9	-2	-3	-10	-3	-1.5	8	-1	5
46) CSc1ccc(S(=O)(=O)N2CCC(C(=O)NC3CC3)CC2)cc1
→ 10	4	11	7	1	1	7	0.0	0	-2	-10
47) OCCN(CCO)Cc1ccc(Br)cc1
→ 3	-25	-8	-11	-2	10	-4	1.0	-14	0	9
48) Cc1cc(C)n2c(=S)[nH]nc2n1
→ 12	-9	4	-8	-1	5	4	1.1	-9	9	14
49) CCCC1NC(=S)NC(C)=C1C(C)=O (stereo not given)
→ -11	-2	6	23	7	2	-12	0.2	13	10	11
50) CCOc1cc(NS(=O)(=O)CC)c(OCC)cc1NC(=O)c1ccco1
→ 6	-4	5	-19	3	-6	11	3.4	-4	2	7
51) C/C(=N\Nc1cc(C)nc(-c2ccccc2O)n1)c1ccccc1O
→ 80*	29	-51	-11	3	-13	-15	-0.6	-14	-19	27
52) Cc1nc(N2CCC(C)CC2)c2c(C)c(C(=O)Nc3cc(F)ccc3C)sc2n1
→ 27	4	11	-20	4	-11	-3	-0.2	-3	-11	15

5 entries drawn at random from those above, as already listed:
Below each compound: CF NFkB inh	TRAIL sens C8	HIF-2a block	NR2E3 ag-2	NR2E3 ag-1	LMP1 NFkB inh	Shn3 3UTR inh	iPSC survival up	MITF TRPM1 inh	KKLEB cytotox	Peg3 promoter
37) COCCn1ccc(O)c(Cc2ccc(Cl)cc2)c1=O
→ -3	-4	8	-14	-1	-8	-6	-3.5	-2	-1	-8
36) OC(COc1ccc2ccccc2c1)Cn1ccnc1 (stereo not given)
→ 4	-1	-27	-23	0	-5	10	-1.0	1	2	-8
28) CN(Cc1ccccc1)c1ncnc2[nH]ncc12
→ 21	-19	8	26	·	-3	-1	-0.6	-1	-7	-14
30) CCCOc1ccc(C(=O)O/N=C(\CC)c2ccc(C)cc2)cc1
→ -11	7	-1	-7	-3	2	14	-1.9	6	8	-11
35) COc1cccc(NC(=O)c2nnn(CC(=O)Nc3cc(C)cc(C)c3)c2N)c1
→ 18	3	7	-16	4	0	19	1.3	8	-16	20
